# High-throughput results deposited in PubChem by National Center for Advancing Translational Sciences (NCATS).
# Menin-MLL TR inh: displaces Texas Red mutant MLL peptide from human menin; O00255; Menin + Texas Red MLL mutant peptide, fluorescence polarization; Potency, µM (doses to about 61.6 µM), without a hit: at the top dose FP activity change, negative = inhibition, usual class: inhibitors; actives 0.23% (n = 270,000); AID 1768; active = well fitted inhibition curve with a large enough effect in the polarisation, with a control signal flat, not every such curve was filed as active; inconclusive = small, poorly fitted or top-dose-only effect, or effect the other way, or a change in a side signal; inactive = no such curve, though single readings can be large or run the other way; the % refers to the polarisation; also: potency is read from the fitted curve at half-maximal effect; % of control where 0% means no effect; many of its hits are not listed in these tables
# MBNL1-CUG inh: inhibitors of human MBNL1 binding to CUG repeat RNA; Q9NR56; actives 0.036% (n = 280,000); Potency, µM (titrated, usually from 57.5 µM), inactives show at the highest dose activity change, negative = inhibition, usual class: inhibitors; AID 2675; TR-FRET MBNL1-His/biotin-(CUG)12 binding, 665/545 ratio; active = well fitted inhibition curve with a large enough effect in the signal ratio, with a control signal flat, not every such curve was filed as active; inconclusive = small, poorly fitted or top-dose-only effect, or effect the other way, or a change in a side signal; inactive = no such curve, though single readings can be large or run the other way; the % refers to the signal ratio; also: potency is read from the fitted curve at half-maximal effect; % is scaled to controls: 0 for no effect and ±100 for the full control effect
# Target sequence (Q9NR56 whole entry, looked up): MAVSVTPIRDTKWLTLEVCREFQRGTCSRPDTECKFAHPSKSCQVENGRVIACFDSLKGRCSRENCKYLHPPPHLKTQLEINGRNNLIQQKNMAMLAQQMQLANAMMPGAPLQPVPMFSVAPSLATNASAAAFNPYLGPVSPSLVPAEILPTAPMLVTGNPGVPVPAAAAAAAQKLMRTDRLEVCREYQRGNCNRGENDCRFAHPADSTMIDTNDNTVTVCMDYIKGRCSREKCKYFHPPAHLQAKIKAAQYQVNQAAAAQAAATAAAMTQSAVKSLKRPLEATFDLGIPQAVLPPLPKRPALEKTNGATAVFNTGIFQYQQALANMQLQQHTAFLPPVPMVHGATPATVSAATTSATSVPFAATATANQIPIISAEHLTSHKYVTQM
#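 His-tagged MBNL1 binding to biotinylated (CUG)12 RNA was measured by TR-FRET using terbium anti-His antibody (0.055 ng/ul final) and streptavidin-XL665 (5 nM final). Compounds were titrated 92 nM to 58 uM; 60 min at room temperature.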
# GALK inhibitor: blocks human galactokinase activity | Purified GALK, Kinase-Glo residual ATP luminescence | P51570 | Potency, µM (doses to about 57.5 µM), for inactives: at the top dose activity change, negative = inhibition, usual class: inhibitors | actives 0.007% (n = 270,000); also: potency is read from the fitted curve at half-maximal effect; % is scaled to controls: 0 for no effect and ±100 for the full control effect
#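 Quantitative HTS: GALK 5 nM, ATP 35 uM, galactose 100 uM, 1 h room temperature, then luciferase-based ATP detection.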
# PKM2 activator: increases activity of human pyruvate kinase M2; P14618; purified PKM2, Kinase-Glo ATP luminescence, activation; response scale: 0% is enzyme alone, no compound; Potency, µM (titrated, usually from 57.5 µM), for inactives: at the top dose activation, actives largely listed as activators; actives 0.34% (n = 260,000); AID 1631; also: potency is read from the fitted curve at half-maximal effect; % is scaled to controls: 0 for no effect and ±100 for the full control effect; nearly all actives have a fitted effect of over 55% in size
# Target sequence (P14618 whole entry, looked up): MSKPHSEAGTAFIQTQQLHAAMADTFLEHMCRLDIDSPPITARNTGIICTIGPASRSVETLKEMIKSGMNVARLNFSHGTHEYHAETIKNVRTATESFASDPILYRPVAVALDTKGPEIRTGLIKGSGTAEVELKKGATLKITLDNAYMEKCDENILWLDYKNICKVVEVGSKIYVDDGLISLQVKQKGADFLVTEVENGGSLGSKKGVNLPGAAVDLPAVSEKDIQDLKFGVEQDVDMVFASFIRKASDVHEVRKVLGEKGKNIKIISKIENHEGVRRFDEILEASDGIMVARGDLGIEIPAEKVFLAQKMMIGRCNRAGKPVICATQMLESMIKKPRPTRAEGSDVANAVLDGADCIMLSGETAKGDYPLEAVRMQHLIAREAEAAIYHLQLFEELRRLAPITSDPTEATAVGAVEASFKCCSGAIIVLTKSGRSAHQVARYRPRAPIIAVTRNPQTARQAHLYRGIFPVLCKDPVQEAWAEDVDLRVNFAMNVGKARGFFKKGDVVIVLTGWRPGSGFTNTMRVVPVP
#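 Kinase-Glo luminescence reports ATP generated from ADP (0.1 mM) and PEP (0.5 mM) by purified hPK-M2 after 1 h at room temperature, pH 7.2 imidazole buffer; intermediate enzyme activity allows detecting inhibitors and activators.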
# Chronic BCR inh: blocks chronic active B-cell receptor signaling; Potency, µM (titrated, usually from 46.1 µM), inactives show at the highest dose ratio change, negative = lower green/red ratio, actives largely listed as inhibitors; actives 0.05% (n = 340,000); ABC-DLBCL IkBa-CBG/CBR reporter, luminescence ratio, 4 h; AID 493014; active = well fitted inhibition curve with a large enough effect in the signal ratio, with a control signal flat, not every such curve was filed as active; inconclusive = small, poorly fitted or top-dose-only effect, or effect the other way, or a change in a side signal; the % refers to the signal ratio;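 also: potency is read from the fitted curve at half-maximal effect; plate controls were basal doxycycline-induced cells for no effect and cells given 10 µM MG132 for full effect; MG132 reads +100%, hits lower the ratio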
#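 Concentration-response series (up to 46 uM) were applied to TMD8 dual-reporter cells for 4 h at 37C with doxycycline. Green/red ratio, after filter-overlap correction, defined %Activity; red signal alone was normalised to basal cells and zero luminescence.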
# Mito fusion act: inhibitors of mitochondrial division or activators of mitochondrial fusion | S. cerevisiae fusion-defective mutant growth rescue, CellTiterGlo 48 h | Potency, µM (doses to about 46.1 µM), inactives show top-dose growth rescue (activation), actives largely listed as activators | actives 0.23% (n = 320,000);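 also: potency is read from the fitted curve at half-maximal effect; % of control where 0% means no effect; nearly all actives have a fitted effect of over 45% in size; temperature-sensitive fusion mutants such as fzo1-1 at 37 °C on non-fermentable ethanol glycerol medium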
#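 Luminescent cell viability in 1536-well qHTS format served as the measure of rescued growth in ts fusion-mutant S. cerevisiae cultured on non-fermentable YPEG for 48 hours at 37C.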
# USP2a block: inhibitors of human ubiquitin-specific protease USP2a | USP2 core, Ub-CHOP2 coupled fluorogenic reporter, 485/531 | Potency, µM (doses to about 38.3 µM), inactives show at the highest dose activity change, negative = inhibition, hits mostly inhibitors | actives 0.01% (n = 330,000) | AID 463254;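 also: potency is read from the fitted curve at half-maximal effect; plate controls were DMSO wells for no effect and full inhibition by NEM control for full effect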
#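 Cell-free coupled assay: 10nM USP2 core preincubated 30min RT with compound in Tris-HCl pH 8.0/CaCl2/CHAPS buffer, then 25nM Ub-CHOP2 and 25nM reporter substrate; fluorescence (Ex 485/Em 531) read after 60min RT, normalized to NEM inhibition, concentration-response curves fitted.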
# Eya2 inh: blocks the phosphatase activity of human Eya2; recombinant Eya2, OMFP fluorescence dephosphorylation (OMFP is methylfluorescein phosphate); Potency, µM (top dose mostly 76.9 µM), for the others: at the top dose activity, negative = inhibition, most hits filed as inhibitors; actives 0.006% (n = 330,000); also: potency is read from the fitted curve at half-maximal effect; % is scaled to controls: 0 for no effect and ±100 for the full control effect
#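 Eya2 (0.2 uM) preincubated 10 min at ambient with compound, then OMFP substrate added at 50 uM; 10 min reaction in 50 mM HEPES pH 7.5, 50 mM NaCl, 5 uM MgCl2, 0.05% BSA, 1 mM DTT. Fluorescence read at Ex 485/Em 525 nm.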
# KCNH2 WT inh: inhibitors of human wildtype KCNH2 potassium channel; Q12809; U2OS, BacMam KCNH2, thallium flux FluxOr; stronger effect = lower value; activity change, % at 1.84 µM; actives 0.37% (n = 340,000);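 active = maximum activity change below -70%; inconclusive = maximum activity change between -70% and -50%; inactive = maximum activity change above -50%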; also: % is scaled to controls: 0 for no effect and ±100 for the full control effect
#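 U2OS cells were transduced with wild-type KCNH2 virus (2.03 x 10^8 / mL) for 4 h at room temperature, then cultured overnight at 37 C. Thallium flux was read with FluxOr dye. Rate constants were normalized to DMSO controls.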
# S-ASM inh: inhibitors of human secretory acid sphingomyelinase; P17405; placental ASM, HMU-PC fluorogenic substrate, 60 min; Potency, µM (doses to about 57.5 µM), for the others: at the top dose activity change, negative = inhibition, actives largely listed as inhibitors; actives 0.006% (n = 340,000); AID 504937; also: potency is read from the fitted curve at half-maximal effect
#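 qHTS format. ASM enzyme prepared from human placenta hydrolyses the fluorogenic substrate HMU-PC0 (9 uM final) over 60 min at 37 °C after a 10 min compound preincubation.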
# TSHR antagonist: antagonists of human thyroid stimulating hormone receptor; activity change, negative = inhibition, % at 11.5 µM; AID 504810; actives 0.2% (n = 330,000); P16473; TSHR-expressing cells, TSH-stimulated cAMP HTRF, 2 h; stronger effect = lower value;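 active = activity change below a set negative limit, meaning inhibition stronger than a set level, cut at about -70% in these data; inconclusive = activity change between two set negative limits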; also: % is scaled to controls: 0 for no effect and ±100 for the full control effect
#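 Antagonism was scored as loss of TSH-driven cAMP in TSHR cells, stimulated with 4nM TSH (EC80) for 2 hours at 37 deg C and detected by homogeneous HTRF competition immunoassay.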
# An asterisk follows results filed as active; ? = inconclusive; . = not tested or not shown; & = joins results of further samples; [ ] = another dose, or the depositor's remark. Unless noted, calls follow the shape of the dose curve; as a rule, active = well fitted curve in the direction sought with a large enough effect; inconclusive = small, poorly fitted or top-dose-only effect, or another doubt; inactive = no such curve, though single readings can be large; an effect the other way counts as inactive or inconclusive.
SMILES,Menin-MLL TR inh,MBNL1-CUG inh,GALK inhibitor,PKM2 activator,Chronic BCR inh,Mito fusion act,USP2a block,Eya2 inh,KCNH2 WT inh,S-ASM inh,TSHR antagonist
CCN(C[C@H]1N[C@@](CC)(C(=O)OC)[C@H]2C(=O)N(C)C(=O)[C@@H]12)C(=O)Nc1ccc(C(F)(F)F)cc1,.,.,.,.,2%,.,1%,7%,-7,0%,6
CC(NC(=O)c1ccccc1)c1nnc(SCC(=O)NC2=NCCS2)n1C (stereo not drawn),-2%,4%,-3%,.,3%,1%,0%,?,-2,0%,-4
Cc1oc(-c2ccc(-c3ccccc3)cc2)nc1CN(C)C1CCOC1 (stereo not drawn),?,1%,2%,4%,?,0%,3%,0%,28,0%,-13
COCCCn1c(SCC(=O)NC(C)(C)C)nnc1-c1ccccc1,-19%,-12%,1%,-2%,7%,7%,0%,18%,-8,7%,23
COCCNC(=O)Cc1c(C)c2c(cc(C)c3c(C)coc32)oc1=O,0%,5%,-2%,.,?,-4%,7%,-4%,-3,47%[activator],-4
COc1ccc(OC)c(/C=N/NC(=O)c2cnccn2)c1,.,?,5%,-3%,-10%,-4%,-1%,7%,-3,12%,-5
Cc1ccc(-c2csc(Nc3ccc(S(N)(=O)=O)cc3)n2)o1,?,27%,-3%,10µM*,10%,1%,2%,-1%,-3,-18%,0
N#CC(C#N)=C(N)Nc1cccc(Cl)c1,.,-5%,-1%,21%,-1%,-1%,6%,3%,1,-1%,-7
CCOC(=O)/C=C/C(=O)Nc1ccc(S(=O)(=O)Nc2nccs2)cc1,31%[activator],19%,.,.,-1%,-6%,2%,-4%,0,5%,11
CCOC(=O)C1CCN(S(=O)(=O)c2ccc(-c3ccc(=O)[nH]n3)o2)CC1,-14%,3%,4%,.,-4%,-4%,0%,7%,2,5%,10
COc1cnc(SCc2ccc(Cl)c(Cl)c2)nc1Cl,.,-9%,-6%,5%,9%,-9%,-1%,-19%,-14,-7%,-8
CCCCCOC(=O)c1cc(=O)[nH]c2ccccc12,-16%,18%,0%,-3%,?,-2%,3%,6%,6,6%,-2
COc1cccc(-c2nc(-c3ccc4c(c3)-c3ccccc3S4(=O)=O)c(-c3ccccc3)[nH]2)c1OC,3%,93%[activator],1%,5%,?,13%,3%,-1%,-5,191%[activator],2
S=c1[nH]nc(CSCc2ccccc2Cl)n1-c1ccccc1,-3%,-16%,-1%,12%,-2%,-2%,3%,-13%,3,2%,1
Cc1cc2ccccn2c1C(=O)c1ccc(Cl)c([N+](=O)[O-])c1,7%,2%,-4%,-20%,7%,5%,3%,2%,1,-18%,-25
CCCc1cc(=O)[nH]c(SCC(=O)c2cc(C)n(C(C)COC)c2C)n1 (stereo not drawn),-10%,3%,-2%,0%,3%,-1%,1%,1%,48,2%,-8
CCC(=O)NC(=S)NNC(=O)c1ccc(O)cc1,0%,0%,0%,10%,?,?,0%,7%,-7,-2%,26
COC(=O)c1ccc(C(=O)OC)c(NC(=O)/C=C/C(=O)O)c1,.,3%,0%,2%,7%,4%,3%,-6%,-4,249%[activator],-2
O=C(c1cccc(S(=O)(=O)NCc2ccccc2)c1)N1CCCCC1,.,.,.,.,11%,1%,1%,2%,0,.,0
CCc1ccc(N2CC(C(=O)OCC(=O)Nc3ccc(C#N)cc3)CC2=O)cc1 (stereo not drawn),.,.,.,.,?,-1%,0%,-7%,-9,-5%,-3
COCCCNC(=O)CCC(=O)NNc1nc2ccccc2c2nc(C)nn12,10%,-8%,1%,-2%,5%,-3%,-1%,9%,.,2%,0
COc1ccc(-n2nc3c(N4CCC(C(=O)NCCc5ccccc5C)CC4)nnc(C)c3c2C)cc1,.,2%,-7%,.,0%,0%,2%,-6%,6,-5%,2
Cc1ccc(C(=O)N2CCCC2)cc1S(=O)(=O)Nc1ccccc1,3%,0%,0%,9%,-13%,5%,-6%,6%,1,-1%,-6
Cc1[nH]c(=O)[nH]c(=O)c1S(=O)(=O)Nc1cccc([N+](=O)[O-])c1C,6%,2%,4%,.,?,-1%,6%,-17%,-22,5%,1
COC(=O)C1=C(C)N(Cc2ccccc2)C(=NCCc2c[nH]c3ccccc23)N[C@H]1c1cccc(C(F)(F)F)c1,1%,2%,.,-1%,?,-7%,-7%&0%,-23%&4%,.,?,12&3
CCOC(=O)C1CCN(CC(=O)Nc2c(C(=O)OC)n(C)c3cccc(C)c23)CC1,?,1%,2%,-1%,-7%,-4%,4%,11%[15.4 µM],3,1%,-8
S=C(Nc1ccccc1)Nc1cccc(Cl)c1Cl,16%,2%,0%,-1%,?,-7%,0%,-9%,-1,-5%,1
CC1=C(C#N)C(NC(=O)C(C)(C)C)(C(F)(F)F)C(=O)N1 (stereo not drawn),19%,-12%,-3%,-2%,-3%,-2%,2%,-9%,-1,-1%,-1
CCC(=O)Nc1nnc(-c2ccc(Cl)s2)o1,4%,10%,-1%,-5%,?,-2%,-3%,-11%,-5,3%,1
O=C(Nc1ccc(-c2cn3ccsc3n2)cc1)C1COc2ccccc2O1 (stereo not drawn),23%,-10%,-2%,20%,3%,-5%,-1%,-11%,-10,-10%,-14
COc1ccc(NC(=O)Cc2ccc(C)cc2)cc1S(=O)(=O)N1CCCCC1,.,.,.,.,-1%,-1%,1%,-3%,-9,-1%,-26
COc1cccc(OCc2nc3ccccc3[nH]2)c1,-3%[11.7 µM],4%,0%,-28%,?,-5%,-1%,13%,-11,1%,0
O=C(COC(=O)c1ccccc1Cl)NC1CCCCCC1,.,.,.,.,-13%,.,3%,11%,14,0%,.
Cc1ccc(OCC(=O)N2CC(C)OC(C)C2)c([N+](=O)[O-])n1 (stereo not drawn),7%,13%,-2%,1%,5%,-1%,-1%,7%,4,1%,-1
COc1ccc(CCN2CCCC(CN(C)Cc3cccc(OC)c3)C2)cc1 (stereo not drawn),-11%,-3%,2%,5%,-6%,-6%,1%,11%,-25,0%,9
CC1=C(C(=O)Nc2ccccc2C)C2(CCCC2)C(C(N)=O)C(=O)N1 (stereo not drawn),-15%,1%,0%,-16%,0%,-6%,2%,-14%,3,-2%,11
COc1ccc(/C=N/NC(=O)CCC(=O)Nc2ccc(F)cc2)c(OC)c1,14%,-6%,-3%,1%,-5%,1%,0%,5%,-2,0%,-1
CCCCN(C(=O)c1ccc(C)o1)c1c(N)n(CCCC)c(=O)[nH]c1=O,.,.,.,.,5%,-5%,0%,7%,24,4%,26
CCc1nc2ccccc2c(C(=O)Nc2ccc(F)cc2)c1C,5%,-12%,0%,-2%,1%,-1%,1%,-2%,2,-1%,23
COC(=O)CCCC1=CC2=CC(=O)C(C)(OC(=O)c3cccs3)C(=O)C2=CN1Cc1ccc2c(c1)OCO2 (stereo not drawn),0%[11.7 µM],?,-2%,1%[11.5 µM],3%,3%,-3%,-4%,-45,2%,-6
CC(C)N(C)C1CCN(C(=O)Nc2ccc(Cl)cc2)CC1,-3%,3%,0%,-8%,?,1%,-1%,4%,18,-2%,5
Cc1cc(C)n(C(=O)CNC(=O)c2ccc3c(c2)OCCO3)n1,-17%,3%,1%,-4%,-23%,-3%,2%,-11%,29,-2%,3
COc1ccccc1OCC(=O)N(Cc1nc(-c2ccccc2)no1)C1CCCCC1,-10%,6%,-3%,-4%,-3%,24%,3%,-4%,-2,-4%,-12
CC(=O)Nc1cccc2c1Cc1ccccc1-2,-4%,4%,-1%,0%,?,1%,1%,3%,0,-6%,-4
Brc1c(-c2ccc3c(c2)OCO3)nc2ncccn12,9%,?,2%,-2%,-1%,6%,1%,-4%,4,21%,-10
CCOC(=O)N1CCC(c2[nH][nH]c(=O)c2C)CC1,-4%,-2%,3%,-1%,12%,0%,-2%,-3%,-3,-1%,-4

# The list is partial; the hit share may differ from the screen's.
